Source: PubChem (National Center for Advancing Translational Sciences (NCATS))
MCF10A rerep = inducers of DNA re-replication in MCF 10A breast cells; AID 624296; actives 2.9% (n = 350,000); MCF 10A DNA re-replication, Hoechst nuclear intensity, 48 h; Potency, µM (highest dose often 46.1 µM), inactives show at the top dose activity, positive = re-replication, usual class: activators; note: potency is the fitted concentration of half-maximal effect; % of control where 0% means no effect; nearly all actives have a fitted effect of over 50% in size
ATXN2 expr inh = inhibitors of ATXN2 expression; AID 1745845; Potency, µM (top dose mostly 57 µM), without a hit: at the top dose activity change, negative = inhibition, most hits filed as inhibitors; HEK-293 ATXN2-luciferase reporter, luminescence, 24 h; actives 0.72% (n = 360,000); note: potency is the fitted concentration of half-maximal effect; % is set by controls: 0 for no effect and ±100 for the full control effect; nearly all actives have a fitted effect of over 55% in size
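qHTS (up to 57 uM final) was run with 24 h compound exposure of reporter cells at 37 °C. Each well was multiplexed: SteadyGlo luminescence measured ATXN2-luciferase expression after a fluorogenic Gly-Phe-AFC viability readout (25 uM final).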
HT1080 IDH1KD tx = HT-1080 IDH1 knockdown cell toxicity (counter line) | HT-1080 IDH1 knockdown viability, ATP luminescence, 48 h | Potency, µM (highest dose often 46.1 µM), inactives show at the top dose activity, negative = toxicity, most hits filed as cytotoxic | actives 2% (n = 360,000) | AID 686971;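 note: potency is the fitted concentration of half-maximal effect; 0% = DMSO wells and -100% = cell-free medium wells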
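Knockdown cells (IDH1KD HT-1080) received compounds 2 h after plating at 750 cells/well and were kept 48 h at 37 °C in 5% FBS RPMI. A CellTiter-Glo luminescence read gave % activity for curve fitting.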
IL-1B inflam inh = blocks inflammasome-driven IL-1 beta release; activity change, % at 57.5 µM; AID 743279; THP-1 LPS/ATP IL-1B secretion, AlphaLISA, 16 h; active compounds read low; actives 4.7% (n = 360,000); in the data active = activity change below about -50%; inconclusive = mostly about -30% to -49%; note: % is set by controls: 0 for no effect and ±100 for the full control effect
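THP-1 cells pretreated 1 hr with compounds (up to 57.5 uM final), then stimulated with LPS (250 ng/mL final) plus ATP (1.25 mM final); secreted IL-1B measured by AlphaLISA after 16 hr, decreased signal indicating inhibition.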
HT1080NT lethal = kills 2HG-producing HT-1080-NT fibrosarcoma cells; HT-1080-NT fibrosarcoma viability, CellTiter-Glo ATP luminescence, 48 h; Potency, µM (doses to about 46.1 µM), for inactives: top-dose activity, negative = less viability, most hits filed as cytotoxic; actives 1.6% (n = 360,000); AID 686970;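 note: NT is the 2HG producing partner of a matched IDH1 knockdown line; potency is the fitted concentration of half-maximal effect; 0% = DMSO-treated cells and -100% = media-only wells without cells; nearly all actives have a fitted effect of over 55% in size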
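Read-out is CellTiter-Glo luminescence after 10 minutes at room temperature, following 48 hours' compound treatment of HT-1080-NT cells (750 cells/well, RPMI, 5% FBS, 37 degrees C).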
WRN helicase inh = blocks human WRN helicase; Q14191; WRN helicase unwinding, fluorescent forked duplex, kinetic; actives 0.46% (n = 360,000); AID 651768; Potency, µM (doses to about 114 µM), for inactives: top-dose activity change, negative = inhibition, actives largely listed as inhibitors; note: potency is the fitted concentration of half-maximal effect; % is set by controls: 0 for no effect and ±100 for the full control effect; nearly all actives have a fitted effect of over 55% in size
Target sequence (Q14191 whole entry, looked up): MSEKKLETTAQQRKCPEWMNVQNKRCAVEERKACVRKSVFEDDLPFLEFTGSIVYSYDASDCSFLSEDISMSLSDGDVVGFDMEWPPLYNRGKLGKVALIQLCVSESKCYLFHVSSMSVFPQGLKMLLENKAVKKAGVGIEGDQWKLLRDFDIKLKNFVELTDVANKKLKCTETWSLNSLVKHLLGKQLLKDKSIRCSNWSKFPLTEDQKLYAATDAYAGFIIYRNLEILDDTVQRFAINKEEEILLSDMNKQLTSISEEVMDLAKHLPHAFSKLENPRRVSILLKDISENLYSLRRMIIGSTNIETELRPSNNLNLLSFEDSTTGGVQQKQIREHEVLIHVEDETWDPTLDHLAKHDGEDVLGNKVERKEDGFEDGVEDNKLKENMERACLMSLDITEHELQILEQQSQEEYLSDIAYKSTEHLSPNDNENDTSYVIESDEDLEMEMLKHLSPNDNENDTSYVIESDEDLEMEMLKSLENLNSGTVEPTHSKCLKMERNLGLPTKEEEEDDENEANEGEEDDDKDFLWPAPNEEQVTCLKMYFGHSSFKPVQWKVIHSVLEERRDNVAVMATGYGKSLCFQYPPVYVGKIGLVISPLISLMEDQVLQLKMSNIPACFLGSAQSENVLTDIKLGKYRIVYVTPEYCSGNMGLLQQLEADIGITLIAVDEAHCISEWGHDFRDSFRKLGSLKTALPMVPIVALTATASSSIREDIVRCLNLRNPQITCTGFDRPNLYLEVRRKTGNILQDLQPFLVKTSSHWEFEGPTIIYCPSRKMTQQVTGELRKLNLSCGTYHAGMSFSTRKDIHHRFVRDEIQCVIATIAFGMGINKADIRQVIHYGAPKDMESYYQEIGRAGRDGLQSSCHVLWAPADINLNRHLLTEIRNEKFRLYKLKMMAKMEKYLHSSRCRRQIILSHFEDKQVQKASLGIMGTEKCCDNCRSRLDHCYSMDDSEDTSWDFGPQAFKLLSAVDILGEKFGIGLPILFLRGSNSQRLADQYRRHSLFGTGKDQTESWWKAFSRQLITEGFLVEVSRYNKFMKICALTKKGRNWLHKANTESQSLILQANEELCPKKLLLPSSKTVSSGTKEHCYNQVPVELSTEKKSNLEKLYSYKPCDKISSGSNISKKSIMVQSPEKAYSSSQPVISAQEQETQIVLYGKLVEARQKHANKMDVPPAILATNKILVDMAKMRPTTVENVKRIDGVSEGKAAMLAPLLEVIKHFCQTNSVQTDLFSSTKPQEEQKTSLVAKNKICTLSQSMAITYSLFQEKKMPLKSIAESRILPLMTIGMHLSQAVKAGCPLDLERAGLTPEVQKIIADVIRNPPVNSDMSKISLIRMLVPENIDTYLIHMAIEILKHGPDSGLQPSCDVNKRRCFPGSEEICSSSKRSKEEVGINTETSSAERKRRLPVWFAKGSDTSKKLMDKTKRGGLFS
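Screening of the MLSMR collection measured strand separation of a quenched forked DNA duplex (100 nM) by 20 nM WRN with 2 mM ATP, all final. Compounds were preincubated with enzyme 15 min at room temperature.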
KB-V1 MDR tox = KB-V1 MDR subline cytotoxicity. KB-V1 MDR cells viability, CellTiter-Glo, 72 h. Potency, µM (titrated, usually from 46.1 µM), for inactives: at the top dose activity change, negative = cytotoxicity, usual class: cytotoxic. actives 3.4% (n = 400,000); note: potency is the fitted concentration of half-maximal effect; % is set by controls: 0 for no effect and ±100 for the full control effect; nearly all actives have a fitted effect of over 60% in size
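Compound-treated KB-V1 multidrug-resistant cells, 72 h, 37 degrees C; viability by CellTiter-Glo. Fitted qHTS curves give the values.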
KB-3-1 tox = KB-3-1 parental cell cytotoxicity | KB-3-1 viability, CellTiter-Glo ATP luminescence, 72 h | Potency, µM (series often up to 46.1 µM), without a hit: at the highest dose activity change, negative = cytotoxic, actives largely listed as cytotoxic | actives 1.4% (n = 400,000) | AID 1347075; note: potency is the fitted concentration of half-maximal effect; % is set by controls: 0 for no effect and ±100 for the full control effect; nearly all actives have a fitted effect of over 60% in size
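Screening of KB-3-1 cells (DMEM, 10% FBS, phenol-red free) ran from lowest to highest compound concentration; after 72 h at 37 °C viability was read luminescently and curves fitted.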
SW480 rerep = induces DNA re-replication in SW480 colon adenocarcinoma cells. AID 624297. SW480 DNA re-replication, Hoechst DNA content imaging, 48 h. Potency, µM (highest dose often 46.1 µM), for inactives: top-dose re-replication activation, actives largely listed as activators. actives 1.8% (n = 340,000); note: potency is the fitted concentration of half-maximal effect; % of control where 0% means no effect; nearly all actives have a fitted effect of over 55% in size
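Compounds, transferred as 23 nL by pin tool, were incubated with cells for 48 hr; DNA content per nucleus was then quantified by Hoechst staining and fluorescence plate imaging.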
An asterisk follows results filed as active; i = inactive; ? = inconclusive; / = not tested or not shown; [ ] = dose if it differs, or a comment. Unless noted, calls come from the whole dose curve; as a rule, active = well fitted curve in the direction sought with a large enough effect; inconclusive = small, poorly fitted or top-dose-only effect, or another doubt; inactive = no such curve, though single readings can be large; an effect the other way counts as inactive or inconclusive.

1: CC(C)CNC(=S)Nc1ccc(F)cc1
2: CCCOc1ccc(/C=C2\SC(=S)N(CC3CCCO3)C2=O)cc1 (stereo unspecified)
3: Nn1cnnc1SCC(=O)Nc1ccc2c(c1)OCCO2
4: O=C(CCc1c[nH]c2ccccc12)NCc1ccc2c(c1)OCO2
5: CC1CC(C)CN(C(=O)c2cccc(S(=O)(=O)N3c4ccccc4CC3C)c2)C1 (stereo unspecified)
6: C/C(=N/NC(=O)CN1CCN(Cc2ccccc2Cl)CC1)c1cccnc1
7: CC1CCN(c2ccc(NC(=O)c3ccc(Br)o3)cc2)CC1
8: COC(=O)C1SCC2C(=O)N(Cc3ccc(Cl)c(Cl)c3)CC(=O)N21 (stereo unspecified)

Assay by compound | 1 | 2 | 3 | 4 | 5 | 6 | 7 | 8
MCF10A rerep | -2% | 5% | 15% | 3% | ? | -1% | -2% | -2%
ATXN2 expr inh | 13% | 8% | 3% | 12% | -36% | / | 6% | /
HT1080 IDH1KD tx | 10% | 2% | 2% | 6% | ? | 2% | 16% | 0%
IL-1B inflam inh | -11 | -22 | 5 | -10 | -14 | 12 | i | -5
HT1080NT lethal | 3% | 0% | -2% | 11% | ? | -3% | 5% | -7%
WRN helicase inh | 6% | -6% | -1% | 3% | -10% | -3% | -12% | 9%
KB-V1 MDR tox | -28% | ? | -4% | 0% | ? | ? | ? | 22%
KB-3-1 tox | -6% | 13% | 1% | 3% | ? | 3% | -1% | -8%
SW480 rerep | -10% | 1% | 6% | -3% | -65%[inhibitor] | 22% | -14% | -143%[inhibitor]

9: COc1ccc(NC2=CC(c3ccc(OC)cc3)N(c3ccc(OC)cc3)C2=O)cc1 (stereo unspecified)
10: Cc1ccc(NC(=O)Cc2c(F)cccc2Cl)cc1S(=O)(=O)N1CCOCC1
11: CCn1c(SCC(=O)NC(C)(C)C)nnc1-c1ccncc1
12: O=C(NCCc1ccccc1)C1CCN(c2nc3ccccc3o2)CC1
13: Cc1ccc(C(O)c2ccncc2)cc1 (stereo unspecified)
14: CN1CCN(c2nc(-c3ccc(Cl)cc3)cc(=O)[nH]2)CC1
15: CC1(C)NC(=O)N(CC(=O)OCC(=O)Nc2cc(S(=O)(=O)N3CCCCC3)ccc2Cl)C1=O
16: Cc1[nH]c(C)c(S(=O)(=O)N2CCN(c3ccccc3)CC2)c1C(=O)N1CCCC1

Assay by compound | 9 | 10 | 11 | 12 | 13 | 14 | 15 | 16
MCF10A rerep | -10% | 15% | -2% | -11% | -25% | -8% | 19% | -1%
ATXN2 expr inh | / | -7% | -25%[11.3 µM] | 3% | -8% | -17% | -17% | -7%
HT1080 IDH1KD tx | -13% | 9% | 10% | -4% | -9% | -28% | 3% | 25%
IL-1B inflam inh | -2 | -11 | 3 | -4 | -11 | ? | -5 | -7
HT1080NT lethal | -13% | -5% | -8% | 4% | 3% | ? | -1% | 15%
WRN helicase inh | -5% | 1% | 0% | -1% | 1% | 5% | 5% | 2%
KB-V1 MDR tox | 20% | -8% | 20% | -7% | -3% | -9% | -2% | 7%
KB-3-1 tox | -4% | 2% | -3% | 5% | 2% | 3% | 3% | 1%
SW480 rerep | -82%[inhibitor] | 14% | -3% | -2% | 2% | -3% | -1% | -2%

17: COc1ccc(/C=C\c2onc(C)c2S(=O)(=O)N2CCC(C(=O)NCCC(C)C)CC2)cc1
18: COC(=O)CNC(=O)COC(=O)c1cc(F)c(F)cc1Cl
19: O=C(c1ccco1)N1CCN(S(=O)(=O)c2ccccc2[N+](=O)[O-])CC1
20: O=c1cc[nH]c2c1ccc1cccnc12
21: COc1cccc(CNC(=O)CN2C(=O)c3ccccc3S2(=O)=O)c1
22: CC(=O)N1N=C(c2ccc(Cl)cc2)CC1c1ccco1 (stereo unspecified)
23: O=C(NCCS(=O)(=O)N1CCN(c2ccccc2F)CC1)c1ccc2c(c1)OCO2
24: COc1ccc(C(=O)NCC(c2cccnc2)N2CCN(c3ccc(F)cc3)CC2)cc1OC (stereo unspecified)

Assay by compound | 17 | 18 | 19 | 20 | 21 | 22 | 23 | 24
MCF10A rerep | 4% | -2% | 2% | -13% | -1% | 6% | 3% | ?
ATXN2 expr inh | 3% | 1% | 0% | 17% | 0% | 21% | -1% | -15%
HT1080 IDH1KD tx | -1% | 15% | -2% | 8% | 0% | -2% | 3% | -7%
IL-1B inflam inh | 19 | 9 | 7 | 15 | 9 | -10 | -4 | -9
HT1080NT lethal | 8% | 18% | 4% | 0% | -5% | -4% | 1% | 10%
WRN helicase inh | 6% | 3% | 2%[57.1 µM] | -1% | 4% | 1% | 1% | -2%
KB-V1 MDR tox | 6% | ? | 1% | 8% | 4% | -12% | ? | -7%
KB-3-1 tox | 18% | 5% | 13% | -17% | 1% | -10% | 5% | 3%
SW480 rerep | -1% | -5% | -2% | -12% | -100%[inhibitor] | -4% | -3% | -19%

Sorted by formula weight (high to low): three of the compounds above
17: COc1ccc(/C=C\c2onc(C)c2S(=O)(=O)N2CCC(C(=O)NCCC(C)C)CC2)cc1
23: O=C(NCCS(=O)(=O)N1CCN(c2ccccc2F)CC1)c1ccc2c(c1)OCO2
20: O=c1cc[nH]c2c1ccc1cccnc12

Assay by compound | 17 | 23 | 20
MCF10A rerep | 4% | 3% | -13%
ATXN2 expr inh | 3% | -1% | 17%
HT1080 IDH1KD tx | -1% | 3% | 8%
IL-1B inflam inh | 19 | -4 | 15
HT1080NT lethal | 8% | 1% | 0%
WRN helicase inh | 6% | 1% | -1%
KB-V1 MDR tox | 6% | ? | 8%
KB-3-1 tox | 18% | 5% | -17%
SW480 rerep | -1% | -3% | -12%

(listing goes on)
25: O=C(COC(=O)c1cccnc1Cl)c1ccc2c(c1)OCCO2
26: Cc1nn(-c2ccc(C(=O)O)cc2)c2c1C(=O)CC(C)(C)C2
27: Cc1cc(NC(=O)CSc2nnc(-c3ccc(O)cc3)o2)no1
28: COc1ccccc1-c1ccc(SCc2ccc(C)cc2)nn1
29: Cc1cccc(NC(=S)N/N=C2/CCCCc3ccccc32)c1
30: O=C(/C=C/c1ccccc1)NCCSCc1ccccc1
31: OC(CNC1CCCC1)COc1c(F)cc(Br)cc1F (stereo unspecified)
32: O=C(CN1C(=O)NC2(CCCCC2)C1=O)Oc1ccc2c(C(F)(F)F)cc(=O)oc2c1

Assay by compound | 25 | 26 | 27 | 28 | 29 | 30 | 31 | 32
MCF10A rerep | 5% | 3% | 2% | ? | ? | 7% | 1% | -1%
ATXN2 expr inh | 0% | 13% | 4% | -8% | 21% | 43%[activator] | -9% | -13%
HT1080 IDH1KD tx | -3% | 13% | 4% | -3% | -27% | 10% | -1% | 1%
IL-1B inflam inh | -22 | 0 | 0 | -18 | 22 | 9 | -3 | 9
HT1080NT lethal | -1% | 24% | 9% | -3% | -21% | 13% | 0% | 10%
WRN helicase inh | 1% | -2% | -5% | -10% | -20% | -20% | 8% | -21%
KB-V1 MDR tox | 27% | 20% | 1% | -13% | 16µM* | 6% | ? | ?
KB-3-1 tox | 3% | 20% | 7% | 3% | ? | 9% | 0% | -1%
SW480 rerep | 0% | ? | -14% | 1% | 5% | -693%[inhibitor] | -6% | -3%

33: N#CCSc1nc2c(c(C3CC=CCC3)c1C#N)CCC2 (stereo unspecified)
34: Cc1nn(CC(=O)Nc2ccc(N3CCOCC3)cc2)c(C)c1Cl
35: S=C(Nc1cccnc1)N1CCc2ccccc21
36: Cn1c2c(c(=O)n(C)c1=O)C(c1ccccc1Cl)CC(=O)N2 (stereo unspecified)
37: CC(C)(C)c1nc(SCC(=O)Nc2ccc(N3CCOCC3)cc2)c2ccccc2n1
38: COc1ccc(NC(=O)c2cc(=O)c3ccccc3o2)cc1Cl
39: CCCCC(CCC(=O)O)(C(=O)OCC)c1csc(Nc2ccc(C)cc2)n1 (stereo unspecified)
40: N#C/C(=C\c1c(F)cccc1Cl)c1nn(-c2ccccc2)c(-n2cccc2)c1C#N

Assay by compound | 33 | 34 | 35 | 36 | 37 | 38 | 39 | 40
MCF10A rerep | 21µM* | -4% | -6% | -1% | 14% | 5% | 2% | ?
ATXN2 expr inh | -16% | 2% | 10% | -12% | -13% | -38% | -14% | -34%
HT1080 IDH1KD tx | -2% | 26% | 0% | -10% | -4% | 12% | ? | ?
IL-1B inflam inh | 5 | 12 | 18 | 7 | -17 | 9 | 22 | /
HT1080NT lethal | 6% | 9% | -1% | -16% | -25% | 23% | -10% | -24%
WRN helicase inh | -8% | -15% | 0% | -10% | 8% | -35% | -1% | -5%
KB-V1 MDR tox | -21% | 2% | ? | 7% | -26% | 13% | -22% | -24%
KB-3-1 tox | 1% | 9% | 3% | -21% | -1% | 17% | 6% | -3%
SW480 rerep | 0% | -2% | -7% | -1% | 2% | 28% | 5% | -46%[inhibitor]

41: Cc1cccc(CN2CCC(C(N)=O)CC2)c1
42: O=C(Nc1cccc(S(=O)(=O)NC2=NCCC2)c1)c1ccc(OC(F)F)cc1
43: Cc1cc(C)cc(NC(=S)NN)c1
44: CCOc1ccc(CNC(=O)c2cccc(NC(=O)C3=C(C)OCCS3)c2)cc1
45: NC(=O)C1(N2CCCCC2)CCN(C(=O)c2cc(COc3c(F)cccc3F)on2)CC1

Assay by compound | 41 | 42 | 43 | 44 | 45
MCF10A rerep | -1% | 0% | -1% | -4% | /
ATXN2 expr inh | 3% | -11% | -24% | / | /
HT1080 IDH1KD tx | -6% | 0% | 10% | -6% | 1%
IL-1B inflam inh | 10 | -16 | 3 | -5 | 11
HT1080NT lethal | -17% | 0% | 17% | -3% | 16%
WRN helicase inh | -5% | -8% | -7% | -1% | 1%
KB-V1 MDR tox | 5% | ? | -15% | -4% | ?
KB-3-1 tox | 2% | 3% | 6% | -1% | 5%
SW480 rerep | -3% | -3% | 3% | -5% | /
